Bioassay records: PubChem BioAssay, Sanford-Burnham Center for Chemical Genomics
LMPTP inh: LMPTP phosphatase inhibitors, primary screen, biochemical, fluorescence intensity, uHTS | recombinant LMPTP-A, OMFP fluorogenic substrate | actives 0.22% (n = 360,000) | inhibition, % at 20 µM;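 active = compounds that cut the enzyme signal by at least half of the control window in the single-dose screen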;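 note: plate controls were DMSO wells with enzyme plus substrate for no effect and substrate without enzyme for full effect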
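test system = LMPTP-A | amount = 0.625 nM LMPTP-A final | reagent = fluorogenic phosphatase substrate OMFP at 400 µM final | incubation = 50 min at room temperature | benchmarks = no-enzyme low control, uninhibited high control | medium = Bis-Tris pH 6.0, DTT, detergent | signal = fluorescence intensity of OMFP turnover product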
DNMT1 inh: human DNMT1 methyltransferase inhibitors, primary screen, biochemical, molecular beacon, fluorescence, HinP1I cleavage, uHTS | inhibition (reported as % activation of signal), % at 10 µM | DNA (cytosine-5)-methyltransferase 1 (Homo sapiens), P26358 | actives 0.83% (n = 360,000); in the data active = inhibition above about 50%
Target sequence (P26358 504-1616 limits assumed): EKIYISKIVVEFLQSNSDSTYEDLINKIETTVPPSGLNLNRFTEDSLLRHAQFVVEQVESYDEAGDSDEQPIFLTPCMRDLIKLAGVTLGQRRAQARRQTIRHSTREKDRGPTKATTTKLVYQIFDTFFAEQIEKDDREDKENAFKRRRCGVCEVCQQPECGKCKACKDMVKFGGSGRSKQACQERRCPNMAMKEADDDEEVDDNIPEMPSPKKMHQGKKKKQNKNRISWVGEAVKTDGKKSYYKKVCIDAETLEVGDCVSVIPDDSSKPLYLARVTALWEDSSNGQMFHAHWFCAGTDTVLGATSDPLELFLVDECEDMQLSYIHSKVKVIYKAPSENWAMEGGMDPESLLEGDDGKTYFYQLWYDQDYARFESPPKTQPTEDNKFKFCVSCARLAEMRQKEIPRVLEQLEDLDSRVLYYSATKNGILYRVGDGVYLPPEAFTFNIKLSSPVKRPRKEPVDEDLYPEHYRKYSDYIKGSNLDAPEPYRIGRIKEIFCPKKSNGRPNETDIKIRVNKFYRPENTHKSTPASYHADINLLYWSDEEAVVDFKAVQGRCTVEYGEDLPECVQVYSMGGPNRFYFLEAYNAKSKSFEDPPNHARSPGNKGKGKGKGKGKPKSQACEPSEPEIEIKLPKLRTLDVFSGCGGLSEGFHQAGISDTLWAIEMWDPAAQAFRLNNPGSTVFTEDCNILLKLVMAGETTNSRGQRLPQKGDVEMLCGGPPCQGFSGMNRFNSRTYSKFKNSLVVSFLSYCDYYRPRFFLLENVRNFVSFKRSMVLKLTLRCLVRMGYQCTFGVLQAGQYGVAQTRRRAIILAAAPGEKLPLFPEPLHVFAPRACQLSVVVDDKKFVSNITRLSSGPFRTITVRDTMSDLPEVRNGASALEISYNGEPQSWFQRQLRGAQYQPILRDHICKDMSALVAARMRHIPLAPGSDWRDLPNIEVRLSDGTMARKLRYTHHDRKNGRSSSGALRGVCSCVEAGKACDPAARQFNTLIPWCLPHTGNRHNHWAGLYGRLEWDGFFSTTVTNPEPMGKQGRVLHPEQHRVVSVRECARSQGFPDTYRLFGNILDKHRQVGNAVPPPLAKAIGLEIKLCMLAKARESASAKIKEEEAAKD
SKN-1 inh: suppressors of acrylamide-induced Pgst-4::GFP reporter in worms, primary screen, SKN-1 inhibitor project, whole organism, uHTS, GFP/RFP fluorescence ratio, strain VP596; AID 624304, 2012; inhibition, % at 21.8 µM; actives 0.49% (n = 360,000); C. elegans VP596 Pgst-4::GFP/RFP ratio, 24 h;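 active = interference check ratio from 0.5 to 1.5 plus GFP to RFP signal ratio inhibition reaching or exceeding a fixed threshold, cut at about 30% in these data, passing the limit was not always enough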; note: some compounds called inactive have numbers as strong as hits
MT1-MMP act inh: blockers of MT1-MMP proenzyme processing, primary screen, HT1080 RFP-PRO-GFP cells, GFP/RFP fluorescence. Matrix metalloproteinase-14 (Homo sapiens), P50281. GFP/RFP ratio fluorescence, overnight; percent of plate control window, DMSO zero. GFP/RFP ratio change, % at 20 µM. actives 0.061% (n = 360,000). AID 651647, 2012;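 active = GFP/RFP ratio change of at least 30% with cell ATP level not reduced by more than half and red fluorescence within 50% of control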; note: strong numbers were not always called active
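Assay system: HT1080 RFP-PRO-GFP cells. Benchmarks: DMSO vehicle wells and RFP-L50D-GFP reporter cell wells. Times: overnight cell settling, then overnight compound exposure, 37 °C, 5% CO2. Compound: 20 µM single dose, 1% DMSO. Read-out basis: GFP/RFP fluorescence ratio.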
SUMO1 PPI mod: modulators of SUMO1 protein-protein interactions, primary screen, biochemical, uHTS; SUMO1 binding to a labelled peptide, TR-FRET, 1 h; actives 0.33% (n = 360,000); AID 602429, 2012; Small ubiquitin-related modifier 1 (Homo sapiens), P63165; inhibition, % at 20 µM; in the data active = inhibition above about 37%
STEP block: STEP phosphatase inhibitors, primary screen, biochemical, fluorescence intensity, uHTS. Tyrosine-protein phosphatase non-receptor type 5 (Homo sapiens), P54829. recombinant STEP, OMFP fluorogenic substrate. inhibition, % at 20 µM. actives 0.25% (n = 360,000). AID 588621, 2011;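 active = inhibition at 20 µM, scaled per plate between control wells, above about 37%, limit read from the data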;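 note: 0% = DMSO with enzyme and substrate and 100% = substrate only without enzyme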
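Measure: Control-normalized % inhibition with plate pattern correction | Test system: STEP phosphatase, cell-free reaction | Medium: pH 6.0 Bis-Tris with DTT and Tween 20 | Technique: Fluorescence, 480/540 nm | Times: Reaction 20 min, ambient temperature | Doses: Single compound dose of 20 µM, 1% DMSO final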
Scp-1 inhibitor: Scp-1 phosphatase inhibitors, primary screen, biochemical, colorimetric, uHTS; AID 493091, 2011; inhibition, % at 20 µM; Recombinant Scp1, phosphopeptide, malachite green phosphate absorbance; actives 0.88% (n = 340,000); Carboxy-terminal domain RNA polymerase II polypeptide A small phosphatase 1 (Homo …;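 active = inhibition above about 50% at 20 µM, limit read from the data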;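 note: plate controls were DMSO wells with enzyme for no effect and wells lacking enzyme for full effect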
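System: SCP-1 catalytic domain; Reagent: Phospho 17-mer peptide substrate; Doses: one concentration, 20 µM, with 1.0% DMSO; Incubation: 45 min room-temperature reaction, 5 min colour, 30 min stabiliser; Signal: Phosphate-binding colour reagent, absorbance read at 630 nm.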
NadD block: inhibitors of S. aureus NadD, primary screen, biochemical, colorimetric, uHTS; Nicotinate-nucleotide adenylyltransferase NadD (Staphylococcus aureus N315); purified NadD enzyme, colorimetric absorbance read-out; inhibition, % at 20 µM; actives 0.78% (n = 360,000); in the data active = inhibition above about 26%; note: some compounds past the cut are filed as inactive
Rpn11 block: Rpn11 (PSMD14) deubiquitinase inhibitors, primary screen, biochemical, fluorescence polarization, uHTS; 26S proteasome non-ATPase regulatory subunit 14 (Homo sapiens), O00487; human 26S proteasome, Ub4-pepOG fluorescence polarization; 20S core pre-blocked with epoxomicin; calls only at 20 µM; actives 0.59% (n = 360,000); AID 588493, 2011;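 active = inhibition at 20 µM, scaled to each plate's controls, above about 33%, limit read from the data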
NRP1-CendR mod: modulators of CendR peptide binding to NRP-1, primary screen, biochemical, fluorescence polarization, uHTS | Neuropilin-1 (Homo sapiens), O14786 | AID 602438, 2012 | FAM-RPARPAR peptide binding to NRP-1 | actives 0.85% (n = 360,000) | inhibition, % at 25 µM;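 active = inhibition or corrected inhibition above about 18%, plus a signal ratio from 0.5 to 1.5, limit read from the data, passing the limit was not always enough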; note: strong numbers were not always called active
An asterisk follows results filed as active; i = inactive; . = no result given.

SMILES,LMPTP inh,DNMT1 inh,SKN-1 inh,MT1-MMP act inh,SUMO1 PPI mod,STEP block,Scp-1 inhibitor,NadD block,Rpn11 block,NRP1-CendR mod
CCCOc1ccc(-c2c(C(=O)N/N=C/c3ccco3)nnn2-c2nonc2N)cc1,-0.6,1,4,-2,1,1,-5,7,i,1
FC(F)(F)c1cc(CCN2CCNC[C@@H]2CC2CCCCC2)cc(C(F)(F)F)c1,-4.6,15,-10,-3,-96,0,-2,1,i,8
O=C(CN1C(=O)c2ccccc2C1=O)OCc1nc2ccsc2c(=O)[nH]1,-1.0,5,3,-4,-12,0,-8,-6,i,9
Nc1ncnc2c1ncn2C1C=C(CO)C(O)C1O (stereo not given),-1.0,11,9,-2,-4,-2,2,1,i,-1
CN(Cc1ccc(Cl)c(Cl)c1)C(=O)C1CSC2(C)CCC(=O)N12 (stereo not given),-2.0,2,3,-6,2,3,-10,-6,i,-3
CCn1c(SCC(=O)N2CCC(C(N)=O)(N3CCCCC3)CC2)nc2ccccc2c1=O,1.5,1,-16,-2,-2,-3,-2,3,i,13
CCCCC(=O)Nc1cc(NC(=O)CCCC)cc(C(=O)O)c1,-0.6,2,7,-3,3,0,-5,-3,i,2
Cc1ccc(N=Nc2ccc(O)cc2)c(Br)c1,3.3,-2,-3,4,-11,-1,-16,-8,i,5
O=C(O)c1cccc2c1-c1c(cccc1[N+](=O)[O-])C2,-0.3,0,-10,1,-34,-3,-2,2,i,6
CCOc1ccccc1NC(=O)COc1ccc2ccc(=O)oc2c1,-0.3,9,-12,0,9,-6,2,-3,i,-3
O=C(NCC(=O)N1CCN(c2ncccn2)CC1)c1ccccc1OC(F)F,-0.7,-5,-8,0,2,-1,-15,3,i,12
CCc1nnc(NC(=O)CSc2nnc3scc(-c4ccc(C)cc4)n23)s1,-0.1,2,4,-4,1,2,-5,-3,i,-26
CC(=O)Nc1cncc(-c2ccccc2N(C)C)n1,-3.3,3,-3,-2,9,-3,.,-3,i,-4
CCOC(=O)Cc1cc(=O)n2[nH]c(C)c(C#N)c2n1,-2.5,0,10,3,0,-2,0,6,i,6
[O-][n+]1c2c(nn1-c1ccccc1)/C(=N/O)CCC2,-0.2,7,-1,0,-3,1,-4,-1,i,-12
CC(=O)c1c(C)[nH]c(C(=O)OCC(=O)N2CCc3ccccc3C2)c1C,0.1,2,12,3,3,2,-5,-1,i,-3
COc1cccc(NC(=O)CCCCCn2nnc3ccccc3c2=O)c1,1.7,0,2,-1,-7,1,-9,-2,i,-1
COCCNc1cc(C)nc2ccccc12,13,-3,-4,-1,-2,7,7,-5,i,-8
O=C(Nc1ccc(C(=O)N2CCCC2)cc1)c1ccccc1Br,0.8,0,-17,-1,-2,-1,9,-4,i,0
COC(=O)c1sc2ccccc2c1NC(=O)c1ccc(S(=O)(=O)N2CCCCC2C)cc1 (stereo not given),0.7,-6,-4,-7,-7,-4,-9,-4,i,11

The listing continues:
SMILES,LMPTP inh,DNMT1 inh,SKN-1 inh,MT1-MMP act inh,SUMO1 PPI mod,STEP block,Scp-1 inhibitor,NadD block,Rpn11 block,NRP1-CendR mod
O=C(O)c1cc(Cl)c2c(c1)[C@@H]1C=CC[C@@H]1[C@H](c1ccc(S(=O)(=O)N3CCOCC3)cc1)N2,0.4,13,4,4,42*,1,12,15,i,-16
O=C(c1noc2c1CCCC2)N1CCc2ccccc2C1,-0.3,-1,-15,-2,-3,2,-9,-8,i,4
O=C(Cn1cc([N+](=O)[O-])cn1)Nc1nccs1,-0.9,-1,-6,2,0,-1,-2,-6,i,-7
COc1ccc(-c2noc(N3CCC(C(=O)NCCCN4CCCCC4)CC3)n2)cc1,-1.7,1,2,1,5,-1,-9,-6,i,-5
O=C(Cc1ccccc1)NCC(=O)Nc1ccccc1Br,-0.1,5,3,0,1,-2,-1,0,i,-11
O=C(Nc1ccc2oc(=O)ccc2c1)c1ccc(-c2cccc(Cl)c2)o1,21,91*,-6,4,4,2,-2,20,i,-29
COC(=O)[C@@H]1C[C@@]2(O)[C@@H](O)[C@@H](O)[C@@H](O)C[C@H]2N1C/C=C/c1ccccc1,0.6,6,6,5,1,-3,-10,1,i,0
COc1ccc(CNC(=O)c2csnn2)cc1,-1.1,1,2,-4,2,1,-3,-4,i,1
O=C1CC(c2ccccc2)CC(O)=C1C=NCCc1ccccc1 (stereo not given),-3.1,-2,9,2,-4,0,-3,-4,i,3
O=C(NC1CCCC1)C(c1ccc(F)cc1)N1CCC(O)(c2ccc(Cl)cc2)CC1 (stereo not given),0.6,.,1,3,4,.,.,.,.,1
C=CCn1c(SCC(=O)N(CC)C2CCS(=O)(=O)C2)nc2sc3c(c2c1=O)CCC3 (stereo not given),0.0,0,4,2,6,3,1,0,i,-3
COc1ccc2c(-c3ccccc3)cc(SC(C)C(N)=O)nc2c1 (stereo not given),1.9,-1,9,4,-77,-2,-7,5,i,29*
CSc1ncccc1C(=O)OCn1nnc2ccccc2c1=O,-3.1,-1,6,15,0,2,-4,-5,i,6
COc1ccc(/C(O)=C2/C(=O)C(=O)N(c3ccccn3)C2c2cccc(Cl)c2)cc1 (stereo not given),5.8,2,0,-3,-19,2,-7,13,i,6
Cn1c(Cl)c(/C=N/OC(=O)c2ccccc2Cl)c2ccccc21,2.4,-2,9,1,-2,4,-10,-4,i,6
Cc1cc(C)nc(N/N=C/c2c(CO)cnc(C)c2O)n1,11,-4,18,4,-13,-1,-9,-3,i,-2
CN(CCc1cnn(C)c1)Cc1nc(CC2CC2)no1,-1.1,-2,-3,0,0,-3,-9,-4,i,-9
CC(C)C[C@H]1CN([C@@H](CC(C)C)CN2CCCC2CN2C(=S)NC[C@@H]2Cc2ccc(O)cc2)C(=S)N1CC1CCCCC1 (stereo not given in full),2.7,-5,10,-6,7,5,21,29,i,-14
Cc1cccc(C)c1N1C(=O)c2ccccc2NC(=O)C1C(=O)Nc1ccc(N2CCOCC2)cc1 (stereo not given),-0.1,.,-1,-1,-6,.,.,.,.,-2
O=C1C=CC(=O)c2c(O)c(CO)c(CO)c(O)c21,93*,114*,-7,-7,118*,94*,85*,77*,i,59*

The list goes on.
SMILES,LMPTP inh,DNMT1 inh,SKN-1 inh,MT1-MMP act inh,SUMO1 PPI mod,STEP block,Scp-1 inhibitor,NadD block,Rpn11 block,NRP1-CendR mod
CCOC(=O)C1=CC[C@@H](c2ccc([N+](=O)[O-])cc2)N(S(=O)(=O)c2ccc(C)cc2)[C@H]1c1ccccc1,0.7,-6,5,-5,-2,1,.,-5,i,7
CC(C)[C@@H]1COC(c2cccc(C3=N[C@H](C(C)C)CO3)c2)=N1,-0.2,2,16,3,-3,1,8,-10,i,8
COC/C=C/C1=CC2=CC(=O)C(C)(OC(=O)c3cnc4ccccc4n3)C(=O)C2=CN1CCN1CCOCC1 (stereo not given),-0.3,-5,14,5,-13,0,-4,0,i,8
CCSc1ncc(Cl)c(C(=O)Nc2cc(C)ccc2C)n1,0.5,3,-18,-2,-2,0,-4,3,i,-5
CCCCNC(=O)N1CCc2[nH]c3ccccc3c2C1,3.4,-8,-16,-1,0,-3,-4,-4,i,-2
Cc1ccsc1/C=N/NC(=O)CN1CCN(S(=O)(=O)c2ccc(Br)cc2)CC1,-0.5,-4,4,-2,-5,1,-1,4,i,-11
COc1cccc(NC(=S)NN=C2CCCCCC2)c1,0.4,3,3,3,-1,3,-6,-3,i,6
CC(OC(=O)C1=Cc2ccccc2OC1)C(=O)NC1CCCC1 (stereo not given),-0.5,0,7,3,-13,0,0,4,i,-3
Oc1cccc(Nc2nc(O)c(/C=C3\C=Nc4ccccc43)s2)c1,11,-12,15,-159,13,-6,-2,21,.,-46
COc1ccccc1CN1CC(C(=O)N2CCCCCCC2)CCC1=O (stereo not given),-1.0,0,4,-4,7,0,-5,-2,i,-13
CCN(C(=O)COC(=O)c1[nH]c(C)c(C(C)=O)c1C)c1c(N)n(Cc2ccccc2)c(=O)[nH]c1=O,-0.2,2,-20,-2,1,0,8,2,i,-12
Cc1cccc(-n2c(SCc3ccc([N+](=O)[O-])cc3)nnc2-c2c[nH]c3ccccc23)c1,6.5,-5,3,-4,-5,4,5,21,i,12
CCN(CC)C(=O)c1cccc(-c2csc(C(NC(C)=O)c3ccccc3)n2)c1 (stereo not given),0.4,3,0,18,-3,0,.,1,i,-11
Cc1cc(C(=O)N2CCN(c3ccc([N+](=O)[O-])cc3)CC2)no1,-1.1,4,-5,.,-22,-2,4,0,i,11
CN1C(=O)CSc2ccc(NC(=O)N3CCN(c4ccccn4)CC3)cc21,5.4,-7,-10,18,0,0,0,-3,i,-1
CCOc1ccc(NC(=O)N2CCC(NC(=O)C(Cc3ccc(OC)c(OC)c3)NC(C)=O)CC2)cc1 (stereo not given),-2.4,-1,-2,9,-1,3,-6,1,i,7

Some of the entries so far, as labelled records.
Cc1cc(C(=O)N2CCN(c3ccc([N+](=O)[O-])cc3)CC2)no1
- LMPTP inh = -1.1
- DNMT1 inh = 4
- SKN-1 inh = -5
- MT1-MMP act inh = .
- SUMO1 PPI mod = -22
- STEP block = -2
- Scp-1 inhibitor = 4
- NadD block = 0
- Rpn11 block = i
- NRP1-CendR mod = 11

CC(C)[C@@H]1COC(c2cccc(C3=N[C@H](C(C)C)CO3)c2)=N1
- LMPTP inh = -0.2
- DNMT1 inh = 2
- SKN-1 inh = 16
- MT1-MMP act inh = 3
- SUMO1 PPI mod = -3
- STEP block = 1
- Scp-1 inhibitor = 8
- NadD block = -10
- Rpn11 block = i
- NRP1-CendR mod = 8
